697 NFkB inh: inhibitors of the PMA/ionomycin-induced NF-kB reporter in 697 B cells; AID 435022; inhibition, % at 4 µM; 697 B-cell NF-kB luciferase reporter, 16 h; 0.33% of 330,000 active; in the data active = inhibition above about 35%
Gli-Sufu block: blocks Gli-Sufu signaling in a luciferase reporter | Sufu-KO-LIGHT fibroblasts, Gli luciferase reporter luminescence | inhibition, % at 5 µM | 0.74% of 340,000 active | AID 588413;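 active = inhibition above about 55%, limit read from the data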;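 also: 0% = DMSO-treated cells and 100% = wells with medium but no cells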
Mdm2 MdmX PPI: human Mdm2/MdmX binding inhibition | O15151+Q00987 | SaOS-2 split-luciferase Mdm2/MdmX complementation, luminescence | inhibition, % at 8 µM | 3% of 330,000 active;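 active = inhibition of at least 50% at 8 µM in the primary screen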
XBP1 UPR activ: adaptive UPR (XBP1) activation; CHO-XBP1 luciferase reporter, IRE1-XBP1 UPR activation, luminescence; percent of tunicamycin response, DMSO as zero; AID 463104; 0.33% of 330,000 active; activation, % at 20 µM;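 active = versus positive control, 20 µM dose yields 30% or more activation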;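 also: 100% = tunicamycin at 10 µg/mL and 0% = DMSO only wells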
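Material – CHO cell line with stable XBP1 luciferase reporter · Buffer or medium – F12 plus 10% FBS · Compound – single point, 20 µM final compound, 1% DMSO · Schedule – 16-18 h cell attachment at 37 °C, then 6 h compound exposure · Signal – Steady-Glo luminescence read · Benchmarks – high control tunicamycin 10 µg/mL final, low control DMSO vehicle only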
CCR6 antag: blocks CCL20-driven beta-arrestin recruitment at human CCR6. P51684. CHO-K1 CCR6 PathHunter beta-arrestin, luminescence, CCL20-stimulated. inhibition, % at 20 µM. 0.49% of 340,000 active. AID 493098;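 active = compounds whose inhibition of the agonist-driven luminescence signal at 20 µM reaches about 50%, limit read from the data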;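 also: cells stimulated with CCL20 at 14 nM final; plate controls were DMSO with CCL20 for no effect and DMSO without agonist for full effect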
Target sequence (P51684 whole entry, looked up): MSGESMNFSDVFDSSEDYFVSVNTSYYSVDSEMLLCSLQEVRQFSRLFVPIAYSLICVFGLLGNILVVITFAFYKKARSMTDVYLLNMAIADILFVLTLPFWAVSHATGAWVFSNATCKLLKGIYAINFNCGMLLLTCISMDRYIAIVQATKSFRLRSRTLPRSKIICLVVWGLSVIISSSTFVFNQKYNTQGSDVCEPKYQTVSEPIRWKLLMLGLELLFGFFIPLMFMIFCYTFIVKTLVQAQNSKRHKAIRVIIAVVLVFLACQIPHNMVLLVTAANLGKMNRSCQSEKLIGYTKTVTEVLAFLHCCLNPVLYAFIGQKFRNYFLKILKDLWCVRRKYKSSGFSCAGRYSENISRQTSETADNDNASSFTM
EBI2 block: blocks human EBI2 receptor beta-arrestin signaling | P32249 | EBI2 beta-arrestin recruitment, luminescence, 7a,25-OHC stimulated | inhibition, % at 5 µM | 0.81% of 360,000 active; in the data active = inhibition above about 38%;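 also: enzyme fragment complementation signal reports receptor beta-arrestin coupling in cells; 0% = agonist plus DMSO wells and 100% = wells without agonist; some results beyond the cut were filed as inactive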
Target sequence (P32249 whole entry, looked up, the tested form may be a part): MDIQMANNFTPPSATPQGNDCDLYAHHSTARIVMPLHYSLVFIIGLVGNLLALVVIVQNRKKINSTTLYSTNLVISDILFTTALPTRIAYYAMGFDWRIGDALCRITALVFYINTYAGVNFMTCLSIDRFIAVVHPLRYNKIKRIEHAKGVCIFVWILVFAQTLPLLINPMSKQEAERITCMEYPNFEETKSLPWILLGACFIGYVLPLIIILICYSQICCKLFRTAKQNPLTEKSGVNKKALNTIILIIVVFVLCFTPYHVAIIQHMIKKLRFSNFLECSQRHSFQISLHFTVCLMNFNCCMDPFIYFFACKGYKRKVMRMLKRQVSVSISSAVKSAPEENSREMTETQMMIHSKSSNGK
Jurkat NFkB inh: lowers PMA/ionomycin-induced NF-kB signal in Jurkat cells; PMA/ionomycin-induced NF-kB luciferase reporter, luminescence; AID 435003; 0.53% of 330,000 active; inhibition, % at 4 µM; in the data active = inhibition above about 50%
CHOP UPR activ: apoptotic UPR (CHOP) activation; CHO-CHOP luciferase reporter, luminescence; percent of tunicamycin response over DMSO baseline; 0.34% of 330,000 active; activation, % at 10 µM;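 active = at 10 µM dose, activation of 40% or more, normalized to positive control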;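 also: 100% = tunicamycin at 10 µg/mL and 0% = DMSO alone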
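measured by = luciferase luminescence | assay system = CHO-CHOP cells, stable luciferase reporter of PERK-eIF2a-CHOP signalling | amount = 500 reporter cells seeded per well | timing = 6 h compound exposure at 37 °C after overnight seeding | controls = positive tunicamycin 10 µg/mL, negative DMSO alone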
CXCR6 block: CXCR6 (human) receptor inhibition; O00574; 0.36% of 360,000 active; AID 602244; CHO-K1 PathHunter CXCR6 beta-arrestin, luminescence; inhibition, % at 20 µM; in the data active = inhibition above about 34%, passing the limit was not always enough;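 also: antagonist mode with CXCL16 agonist at 10 nM final; 0% = 10 nM CXCL16 with DMSO and 100% = unstimulated wells without agonist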
* marks the source's active call; other numbers are inactive results; . = no result given.

1: COC(=O)C1=C(c2ccc(OC)c(OC)c2)C[C@@H]2CC[C@H]1N2C(=O)N1CCOCC1
2: CN(C)P(=O)(NC(=O)c1cccn1C)N(C)C
3: C/C(=N\N1CCCCCC1)c1c(O)n(-c2ccc(C)cc2)c(=O)[nH]c1=O
4: Cc1cc(NC(=O)COC(=O)c2c(C)nn(Cc3ccccc3Cl)c2C)no1
5: CC(C)n1c(O)c(C2c3cc(Cl)ccc3Oc3[nH]c(=O)n(C(C)C)c(=O)c32)c(=O)[nH]c1=O (stereo not drawn)
6: CC1(C)C[C@H]2C=C(C=O)[C@]3(C=O)C[C@]3(C)[C@H]2C1
7: O=P(Oc1ccc(-c2ccccc2)cc1)(N1CC1)N1CC1
8: Fc1ccc(C2N3CCCN23)cc1 (stereo not drawn)
assay / entry | 1 | 2 | 3 | 4 | 5 | 6 | 7 | 8
Mdm2 MdmX PPI | -7 | 7 | -34 | 9 | . | 100* | . | -17
Gli-Sufu block | -5 | -21 | -1 | -7 | 7 | 22 | 9 | -17
EBI2 block | -2 | -8 | 1 | 7 | 4 | 4 | 12 | -12
Jurkat NFkB inh | -5 | 3 | 10 | 5 | . | 94* | . | 3
CCR6 antag | -1 | 15 | 6 | 11 | 47 | 30 | -3 | 7
CXCR6 block | 4 | -3 | 0 | 2 | 20 | -3 | 0 | 4
697 NFkB inh | 11 | 7 | -21 | -6 | . | -153 | . | 13
XBP1 UPR activ | 3 | 6 | 1 | -1 | . | -9 | . | 1
CHOP UPR activ | 1.7 | 0.9 | 3.1 | -0.6 | . | -9.2 | . | -0.7

Reprinted at random: 6 records from the list
6: CC1(C)C[C@H]2C=C(C=O)[C@]3(C=O)C[C@]3(C)[C@H]2C1
8: Fc1ccc(C2N3CCCN23)cc1 (stereo not drawn)
2: CN(C)P(=O)(NC(=O)c1cccn1C)N(C)C
1: COC(=O)C1=C(c2ccc(OC)c(OC)c2)C[C@@H]2CC[C@H]1N2C(=O)N1CCOCC1
3: C/C(=N\N1CCCCCC1)c1c(O)n(-c2ccc(C)cc2)c(=O)[nH]c1=O
5: CC(C)n1c(O)c(C2c3cc(Cl)ccc3Oc3[nH]c(=O)n(C(C)C)c(=O)c32)c(=O)[nH]c1=O (stereo not drawn)
assay / entry | 6 | 8 | 2 | 1 | 3 | 5
Mdm2 MdmX PPI | 100* | -17 | 7 | -7 | -34 | .
Gli-Sufu block | 22 | -17 | -21 | -5 | -1 | 7
EBI2 block | 4 | -12 | -8 | -2 | 1 | 4
Jurkat NFkB inh | 94* | 3 | 3 | -5 | 10 | .
CCR6 antag | 30 | 7 | 15 | -1 | 6 | 47
CXCR6 block | -3 | 4 | -3 | 4 | 0 | 20
697 NFkB inh | -153 | 13 | 7 | 11 | -21 | .
XBP1 UPR activ | -9 | 1 | 6 | 3 | 1 | .
CHOP UPR activ | -9.2 | -0.7 | 0.9 | 1.7 | 3.1 | .

The listing continues.
9: O=C(c1ccccc1)N1CCC2(CC1)OCCO2
10: COC(=O)C1=C(c2cccc(C#N)c2)C[C@@H]2CC[C@H]1N2C(=O)NC(C)C
11: CC1C(c2ccccc2)OC(=O)N1C (stereo not drawn)
12: C=C1CC[C@@]2(O)[C@H]3Cc4ccc(O)c5c4[C@@]2(CCN3CC2CC2)[C@H]1O5
13: CCOc1cc(CNC(C)C(O)c2ccccc2)cc(Cl)c1OCC (stereo not drawn)
14: Cn1cc[n+](C)c1P(=S)(c1ccccc1)c1ccccc1
15: OCCOCC#CCN1CCOCC1
16: CCN(CC(=O)Nc1ccc(C#N)c(Cl)c1)CC(=O)NC(C)(C)C
assay / entry | 9 | 10 | 11 | 12 | 13 | 14 | 15 | 16
Mdm2 MdmX PPI | 21 | 18 | . | 18 | 32 | 26 | 17 | 9
Gli-Sufu block | -1 | -7 | -1 | -5 | 20 | 2 | 12 | 4
EBI2 block | -2 | -18 | -3 | 5 | 2 | 7 | -5 | 5
Jurkat NFkB inh | 3 | -1 | . | -10 | -9 | -7 | 6 | 10
CCR6 antag | -4 | 11 | 4 | -4 | -15 | 3 | -10 | 11
CXCR6 block | 1 | -6 | -3 | 1 | 0 | 1 | -9 | -1
697 NFkB inh | -13 | 13 | . | 2 | 2 | 12 | -14 | -11
XBP1 UPR activ | -2 | -3 | . | -5 | 0 | -4 | -6 | -2
CHOP UPR activ | 1.1 | -0.8 | . | 1.3 | -1.1 | -0.3 | -2.0 | 0.1

Entries of single compounds from above:
CCN(CC(=O)Nc1ccc(C#N)c(Cl)c1)CC(=O)NC(C)(C)C reads Mdm2 MdmX PPI = 9; Gli-Sufu block = 4; EBI2 block = 5; Jurkat NFkB inh = 10; CCR6 antag = 11; CXCR6 block = -1; 697 NFkB inh = -11; XBP1 UPR activ = -2; CHOP UPR activ = 0.1
Cn1cc[n+](C)c1P(=S)(c1ccccc1)c1ccccc1 reads Mdm2 MdmX PPI = 26; Gli-Sufu block = 2; EBI2 block = 7; Jurkat NFkB inh = -7; CCR6 antag = 3; CXCR6 block = 1; 697 NFkB inh = 12; XBP1 UPR activ = -4; CHOP UPR activ = -0.3

Further structures follow:
17: CCOC(=O)N(CC)c1ccc(C(O)(C(=O)OC)C(F)(F)F)cc1 (stereo not drawn)
18: CC(=O)NC(Cc1ccc(N(CCCl)CCCl)cc1)C(=O)NCC(=O)NCC(=O)O (stereo not drawn)
19: CCc1c(C(=O)NN2C(=O)C3C4CCC(O4)C3C2=O)csc1C (stereo not drawn)
20: CNC(=O)Oc1ccc2ncccc2c1
21: COc1nc2ccccc2nc1N1CCN(C)CC1
22: CN1CCN(Cc2ccccc2Sc2ccccc2)CC1
23: COc1ccc(C(=O)OC2CC3CCC(C2)[N+]3(C)[O-])cc1OC (stereo not drawn)
24: Cc1ccc(-c2nc(N(C)C3CCN(C)CC3)c3ccccc3n2)cc1
assay / entry | 17 | 18 | 19 | 20 | 21 | 22 | 23 | 24
Mdm2 MdmX PPI | -2 | 12 | 5 | 12 | -2 | 14 | -11 | 40
Gli-Sufu block | -1 | 53 | -8 | -9 | 5 | 12 | 5 | -8
EBI2 block | -7 | -3 | -3 | -5 | 8 | -12 | -10 | 2
Jurkat NFkB inh | 1 | 5 | -8 | 14 | 2 | -16 | -13 | -2
CCR6 antag | 3 | 0 | -7 | 1 | 5 | 12 | -1 | 23
CXCR6 block | -2 | -2 | 0 | 0 | 4 | 0 | -6 | -3
697 NFkB inh | -37 | 10 | 1 | 14 | 4 | -13 | 6 | 19
XBP1 UPR activ | 1 | -2 | -4 | -1 | -2 | 1 | -8 | 2
CHOP UPR activ | 2.6 | -0.4 | -0.1 | 3.8 | 2.1 | 2.0 | 0.5 | 0.7

25: CNC(C)Cc1ccccc1Sc1ccc(O)cc1 (stereo not drawn)
26: Cc1nc2ccccc2c(=O)n1-c1ccc([N+](=O)[O-])cc1
27: CN(C)C(Cc1ccc(C#N)cc1)C(=O)c1ccccc1 (stereo not drawn)
28: Cc1nn(Cc2ccc(Cl)cc2Cl)c(Cl)c1C(=O)NC1CCCc2ccccc21 (stereo not drawn)
29: c1ccc(-n2ccnc2)cc1
assay / entry | 25 | 26 | 27 | 28 | 29
Mdm2 MdmX PPI | 28 | 5 | 12 | 34 | 11
Gli-Sufu block | 3 | -1 | -5 | 11 | -46
EBI2 block | -3 | -13 | 6 | 22 | -5
Jurkat NFkB inh | -2 | -11 | -16 | 9 | -7
CCR6 antag | -3 | -1 | -6 | 17 | -1
CXCR6 block | -1 | 0 | 6 | 11 | -3
697 NFkB inh | 8 | -6 | -16 | 2 | 1
XBP1 UPR activ | 2 | -4 | 2 | -5 | -4
CHOP UPR activ | -1.2 | -0.4 | 2.3 | -1.9 | -0.4

Values in list order from the list.
Nos. 25–29 in 697 NFkB inh read 8, -6, -16, 2, 1

This is a subset; the hit share may differ from the screen's.
